# 3T3 cytotox = cytotoxic compounds in NIH 3T3 cells; NIH 3T3 viability, CellTiter-Glo ATP luminescence, 48-72 h; 94,000 compounds, 4.3% hits; Potency, µM (titrated, usually from 96.7 µM), inactives show at the top dose activity change, negative = cytotoxicity, usual class: inhibitors; note: potency is the fitted concentration of half-maximal effect; nearly all actives have a fitted effect of over 55% in size
#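 Viability of NIH 3T3 cells after 48 or 72 hr compound treatment at 37 °C was assessed by CellTiter-Glo, with luminescence imaged following a 10 min room-temperature step.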
# IP6K1 inh = inhibitors of human IP6K1. IP6K1 kinase, ADP-Glo luminescence, 2 h; stronger effect = lower value. activity change, % (series mostly up to about 58 µM). 140,000 compounds, 0.81% hits. AID 1645851; in the data active = activity change below about -25%
# Target sequence (Q92551 whole entry, looked up): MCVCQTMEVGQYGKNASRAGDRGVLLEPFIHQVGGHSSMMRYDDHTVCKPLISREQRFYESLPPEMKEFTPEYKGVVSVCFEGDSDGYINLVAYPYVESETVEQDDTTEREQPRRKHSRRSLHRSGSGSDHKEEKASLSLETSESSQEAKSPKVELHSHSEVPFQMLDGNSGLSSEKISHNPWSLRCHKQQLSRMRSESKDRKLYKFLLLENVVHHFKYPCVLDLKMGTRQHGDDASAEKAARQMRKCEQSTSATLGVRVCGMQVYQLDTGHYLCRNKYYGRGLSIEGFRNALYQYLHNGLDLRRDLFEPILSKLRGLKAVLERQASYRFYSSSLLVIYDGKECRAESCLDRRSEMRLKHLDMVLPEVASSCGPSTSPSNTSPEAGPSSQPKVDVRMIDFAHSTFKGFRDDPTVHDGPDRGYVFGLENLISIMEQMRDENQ
#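 ADP-Glo luminescence measures ADP made by human IP6K1 during a 2 h RT reaction with ATP/IP6 (mix at 1.3 mM/130 uM); top library doses 57.5 and 19.1 uM final.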
# SNCA expr inh = reduces expression of the alpha-synuclein gene. HEK-293 SNCA-luciferase knock-in, luminescence, 24 h. Potency, µM (doses to about 57.2 µM), for the others: at the top dose activity change, negative = inhibition, most hits filed as inhibitors. 140,000 compounds, 0.17% hits;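 note: potency is the fitted concentration of half-maximal effect; plate controls were DMSO cells for no effect and cell-free wells for full effect; nearly all actives have a fitted effect of over 45% in size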
# HEK293 viab = reduces viability of HEK-293 SNCA reporter cells. HEK-293-SNCA-luc viability, GF-AFC fluorescence, 24 h. Potency, µM (doses to about 57.1 µM), inactives show top-dose activity change, negative = cytotoxicity, hits mostly cytotoxic. 150,000 compounds, 0.12% hits. AID 1671193;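 note: potency is the fitted concentration of half-maximal effect; 0% = DMSO-treated cells and -100% = medium-only wells without cells; nearly all actives have a fitted effect of over 30% in size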
#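 Cytotoxicity counterscreen: after 24 h compound treatment of genome-edited SNCA-luciferase HEK-293 cells, live-cell protease substrate GF-AFC read by fluorescence after 30 min; activity scaled between DMSO (0%) and medium-only (-100%), curves Hill-fitted.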
# HEK cytotox = HEK 293 cell cytotoxicity. HEK 293 viability, ATP luminescence (CellTiter-Glo), 48-72 h. Potency, µM (doses to about 115 µM), for the others: top-dose activity change, negative = cytotoxicity, actives largely listed as inhibitors. 94,000 compounds, 6.6% hits. AID 1345083; note: potency is the fitted concentration of half-maximal effect; nearly all actives have a fitted effect of over 60% in size
#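 HEK 293 seeded at 250 cells/well receive compound via pintool. After 48 or 72 hr at 37 degree Celsius, 5% CO2 and 95% humidity, CellTiter-Glo is dispensed and luminescence read following 10 min at room temperature.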
# GPT2 inh = blocks human glutamate pyruvate transaminase 2 | 100,000 compounds, 0.25% hits | Q8TD30 | Potency, µM (top dose mostly 57.7 µM), inactives show top-dose activity change, negative = inhibition, most hits filed as inhibitors | Recombinant GPT2, coupled pyruvate oxidase/HRP Amplex Red fluorescence; note: potency is the fitted concentration of half-maximal effect; nearly all actives have a fitted effect of over 60% in size; many of its hits are not listed in these tables
#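 Recombinant GPT2 (10ng/uL) with 250uM a-KG and 2mM L-alanine, 30 min at room temperature, in HEPES pH 7.5 buffer. Pyruvate detected by pyruvate oxidase/HRP/Amplex Red fluorescence after 30 min in the dark; AOA (50uM) as positive control.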
# FLuc inh = blocks purified firefly luciferase enzyme activity; purified P. pyralis luciferase, luminescence, biochemical; Potency, µM (titrated, usually from 115 µM), without a hit: at the highest dose activity change, negative = inhibition, usual class: inhibitors; 76,000 compounds, 2.5% hits; AID 1347043; note: potency is the fitted concentration of half-maximal effect; nearly all actives have a fitted effect of over 65% in size
# Target sequence (P08659 whole entry, looked up): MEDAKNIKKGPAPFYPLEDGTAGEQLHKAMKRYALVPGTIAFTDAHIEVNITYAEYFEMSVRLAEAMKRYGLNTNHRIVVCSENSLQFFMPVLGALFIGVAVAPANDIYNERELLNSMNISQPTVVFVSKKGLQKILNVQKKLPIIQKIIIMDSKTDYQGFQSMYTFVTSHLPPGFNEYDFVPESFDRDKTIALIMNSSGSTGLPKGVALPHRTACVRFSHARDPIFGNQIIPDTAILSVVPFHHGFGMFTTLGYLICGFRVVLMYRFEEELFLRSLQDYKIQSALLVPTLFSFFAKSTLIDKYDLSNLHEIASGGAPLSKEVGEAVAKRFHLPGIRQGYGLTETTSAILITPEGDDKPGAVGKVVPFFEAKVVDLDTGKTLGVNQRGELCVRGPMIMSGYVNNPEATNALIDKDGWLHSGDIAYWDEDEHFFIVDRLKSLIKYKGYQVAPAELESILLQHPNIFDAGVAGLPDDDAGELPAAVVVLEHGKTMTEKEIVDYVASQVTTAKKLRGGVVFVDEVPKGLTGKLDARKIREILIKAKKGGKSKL
#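 Biochemical qHTS: compound (6-point titration) added to 10uM D-luciferin plus 10uM ATP in Tris acetate pH 7.5 buffer with Mg, Tween-20 and BSA, then purified enzyme at 10nM; light output imaged.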
# An asterisk follows results filed as active; i = inactive; ? = inconclusive; nt = not tested or not shown; & = joins results of further samples; [ ] = dose if it differs, or a comment. Unless noted, calls come from the whole dose curve; as a rule, active = well fitted curve in the direction sought with a large enough effect; inconclusive = small, poorly fitted or top-dose-only effect, or another doubt; inactive = no such curve, though single readings can be large; an effect the other way counts as inactive or inconclusive. Unless noted, % is set by controls: 0 for no effect and ±100 for the full control effect.
SMILES,3T3 cytotox,IP6K1 inh,SNCA expr inh,HEK293 viab,HEK cytotox,GPT2 inh,FLuc inh
COc1ccc(-c2cccc(C(=O)N3CCN(C(=O)N(C)C)CC3)c2)nn1,-24%,-3,nt,nt,-12%,nt,nt
O=C(c1cccnc1)N1CCN(C(=O)c2nnn3c2COC(c2ccccc2)C3)CC1 (stereo not given),-20%,0,-30%,5%,-11%,-27%,-14%
Cc1c(C(=O)NCc2ccc(Cl)cc2)sc2nc3n(c(=O)c12)CCCC3,nt,1,73%[activator],1%,nt,nt,nt
CO[C@@H]1CO[C@H]2[C@@H]1OC[C@@H]2n1nnnc1Sc1ncccn1,-11%[138 µM],12,3%[87.6 µM],-4%[87.6 µM],-8%[172 µM],2%[88.5 µM],-9%[172 µM]
O=C(O)c1cccc(CC2CCN(C(=O)CN3CCCCC3=O)C2)c1 (stereo not given),-7%,0,1%,6%,-3%,-1%,7%
Oc1ccc(-c2nc(C3CC3)nc3c2CN(CC2CC2)CC3)cc1,?,20,-23%[87.6 µM],-14%[87.6 µM],?,?,nt
c1ccc(CCc2noc(-c3ccc(N4CCCOCC4)nc3)n2)cc1,?,0,136%[activator],3%,?,?,32µM*
COc1cccc(NC(=O)CSC2=Nc3ccccc3C3=NC(CCC(=O)NC4CCCCC4)C(=O)N23)c1 (stereo not given),nt,7,-5%,6%,nt,nt,nt
Cc1ccc(CN(C(=O)COc2ccc(Cl)cc2C)C2CCS(=O)(=O)C2)o1 (stereo not given),nt,0,-5%,0%,nt,nt,nt
O=C(Cc1cccc(Cl)c1)N1CCC(C(=O)N2CCC(c3ccccc3)CC2)CC1,?,11,7%,-26%,?,?,nt
O=C(c1ccc(F)cc1)N1CCCC1C(=O)N1CCCC1c1nc2ccncc2[nH]1 (stereo not given),-9%,4,-8%,2%,-6%,0%,nt
O=C(c1ccccc1Cl)N1CCC(C(=O)N2CCCC2c2nc3ccncc3[nH]2)CC1 (stereo not given),i,-6,0%,-4%,0%,?,nt
Cc1noc(C)c1[S+](=O)([O-])N(C)Cc1ccc(-c2ccccc2)cc1,-11%,-11,61%[activator],0%,-9%,3%,-9%
COc1cccc(NC(=O)c2ccc3nc(Cc4ccccc4)oc3c2)c1,nt,17,-6%,-17%,nt,nt,nt
COc1ccc(Br)cc1CNC(=O)CCSCc1ccc(Cl)cc1,nt,52,?,?,nt,nt,nt
Cc1n[nH]c(C)c1Cc1ccc(C(=O)N2CCc3c(nc4cc(-c5ccccc5)[nH]n4c3=O)C2)o1,-17%,7,-7%,12%,-4%,i,?
COCc1cn([C@H]2CO[C@H]3[C@@H]2OC[C@H]3OC)nn1,i,14,16%[87.6 µM],-1%[87.6 µM],3%[230 µM],-3%[88.5 µM],2%[230 µM]
O=C(O)C[C@@H]1CCN(C(=O)c2ccco2)C[C@@H]1CCN1CCN(c2cccc(C(F)(F)F)c2)CC1,-19%,-3,0%,2%,-11%,-6%,0%
Cc1ccc(-c2nnc(CN3CCC4(CC3)CC(=O)N(CC(C)C)C4)o2)n1C,?,4,1%,-21%,-18%,5%,-7%
O=C1CCC(C(=O)N2CCN(c3ccc(Cl)cn3)CC2)CN1CCc1ccccn1 (stereo not given),-9%,3,-27%,0%,-2%,i,2%
O=[S+]([O-])(NC1CCN(c2nccc(Nc3ccccc3F)n2)CC1)c1cccs1,45µM*,-7,22%,-6%[12.5 µM],45µM*,-2%,nt
CC1=C(C)C(=O)OC(C(C)C2C(O)CC3C4C5OC5C5(O)CC(OC6OC(CO)C(OC7OC(C)C(O)C(O)C7O)C(O)C6O)CC(O)C5(C)C4CCC32C)C1 (stereo not given),nt,-7,nt,-5%[23.9 µM],nt,i,nt
CC(C)Oc1ccc2c(NC(=O)CN3C(=O)CNC3=O)nn(CC(F)(F)F)c2c1,4%,-15,9%,-4%,3%,1%,14%
O=C(c1ccc(C(F)(F)F)cc1)N1CCC12Cc1ccccc1NC2=O (stereo not given),-18%,6,-16%,-2%,?,1%,4%
Cc1ccc(NC(=O)CSc2nc(=O)n(Cc3ccco3)c3c2CCC3)cc1F,nt,13,3%,16%,nt,nt,nt
COc1ccc(CC(=O)N2CCCC2C(=O)N2CCC(N3Cc4cccn4C3=O)CC2)cc1 (stereo not given),-10%,13,3%,-5%,i,2%,nt
COc1ccccc1OCCNCC(O)CCOc1cccc2[nH]c3ccccc3c12 (stereo not given),nt,4,nt,-36%,nt,5%,nt
CC(C)CN1C(=O)c2cccn2CC1C(=O)N1CCN(c2ncccn2)CC1 (stereo not given),4%,8,10%,-4%,2%,i,-2%
COc1ccc(CN2Cc3[nH]nc(-c4cccc(C(F)(F)F)c4)c3CC2=O)cc1,?,-5,11%[87.6 µM],-8%[87.6 µM],?,0%[88.5 µM],-7%[172 µM]
COc1cc(-c2cc(OC)c3c(C)oc(C)c3c(=O)c2)ccc1OC(=O)c1ccccc1C,nt,-11,?,-13%,nt,nt,nt
O=C(c1cnccn1)N1CCCC2(C1)Nc1cccnc1NC2=NCc1ccccc1 (stereo not given),-4%,13,7%,6%,0%,-8%,-4%
CC1=C[C@@H](CN2CCN(c3ccccn3)CC2)[C@H](C(C)C)C[C@H]1Cc1nnc(-c2cncn2C)o1,?,5,-19%,-23%,32µM*,2%,-2%
COc1cc(OC)c(NC(=O)c2c(C)oc3ncn(C)c(=O)c23)cc1Cl,nt,7,19%,-1%,nt,nt,nt
COc1ccc(NC(=O)NC[C@H]2COCc3nc4ccccc4n32)cc1,?,-12,26%[87.6 µM],-1%[87.6 µM],-14%[172 µM],4%[88.5 µM],89µM*
O=C(Cn1ncc2c3ccccc3n(Cc3cccc(Cl)c3)c2c1=O)N1CCCCCC1,nt,1,?,-28%,nt,nt,nt
CN(C)C(=O)CN1C(=O)CO[C@H](c2ccc(NS(=O)(=O)c3cccc(F)c3)cc2)[C@H]1CO,?,21,-3%,3%,-16%,-23%,-6%
CNC(=O)[C@@H]1CN(C(=O)c2cc(C)cc(C)c2)C[C@H]1CO,4%,-1,-21%,-20%,0%,i,7%
CCC(=O)Nc1ccccc1-c1nc2ccccc2n(CC(=O)Nc2ccc(C)c(C)c2)c1=O,nt,-1,-25%,-26%,nt,nt,nt
CCCCCC(=O)Nc1ccc([C@H]2OCC(=O)N(Cc3nccn3C)[C@@H]2CO)cc1,-18%[174 µM],1,48%[activator][87.6 µM],-5%[87.6 µM],-15%[172 µM],-17%[88.5 µM],71µM*
CCS(=O)(=O)Nc1ccc(C2(C(=O)NCC3CCCO3)CCCCC2)cc1 (stereo not given),3%,16,12%,-1%,-3%,i,10%
Cc1cc(C)c(S(=O)(=O)N2CCN(Cc3nc4ccc(C)cc4o3)CC2)c(C)c1,nt,40,-11%,-6%,nt,nt,nt
Cc1cc(N2CCN(Cc3nnc(C4CC(N)C4)n3C)CC2)cc(C)n1 (stereo not given),i,16,-3%,2%,-4%,i,5%
CC1(C(=O)NCCCn2ccnc2)CCCc2cnc(Nc3ccccc3)nc21 (stereo not given),?,-4,4%[87.6 µM],-13%[87.6 µM],?,-11%[88.5 µM],-14%[172 µM]
O=C1COC[C@H]([C@H](O)c2ccc(NC(=O)c3ccc(C(F)(F)F)cc3)cc2)N1,-20%[174 µM],-1,5%[87.6 µM],5%[87.6 µM],?,1%[88.5 µM],?
O=C(NC1CCCC1)c1cn(C2CCN(C(=O)c3cccnc3)CC2)nn1,0%,7,10%,8%,-6%,i,-10%
O=C(Cn1cc(S(=O)(=O)N2CCCC2)c(S(=O)(=O)N2CCCC2)c1)Nc1cccc(F)c1,nt,-15,24%,-12%,nt,nt,nt
CCN(CC)Cc1nc(C2(O)CCN(C3CCC(F)(F)CC3)CC2)cs1,?,0,?,-12%[87.6 µM],?,0%[88.5 µM],-4%[172 µM]
CC(C)OCCCNc1nc2c([S+](=O)([O-])c3cccnc3)nnn2c2ccccc12,-40%,15,-19%,-1%,-32%,?,nt
CC(C)NC(=O)N1CC2ON=C(C(=O)N(C)C)C2C1 (stereo not given),1%[138 µM],1,-24%[87.6 µM],6%[87.6 µM],-7%[172 µM],i,nt
CC(CNC(=O)CCCn1c(=O)c2cccn2c2ccc(F)cc21)c1ccccc1 (stereo not given),nt,-8,16%,-6%,nt,nt,nt
Cc1nn(-c2ccccc2)c2c1C(C(C)C)N(C1CN(C(=O)C(C)(C)C)C1)C2=O (stereo not given),-4%,7,nt,nt,i,nt,nt
CC(=O)c1c(C)nn(CC(=O)NC(C)c2cnn(-c3ccccc3C)c2C)c1C (stereo not given),-2%,7,?,-2%,?,2%[11.5 µM],-4%
CCOc1ccccc1C(=O)N1CCC2(CC1)CN(c1ccncn1)CC2CO (stereo not given),-15%,15,-17%,-1%[12.5 µM],-8%,i,-1%
COc1ccc(C(=O)NC2CCN(c3cc(-c4ccc(Cl)cc4)[nH]n3)C2)cc1 (stereo not given),?,14,-19%,-23%,?,?,1%
Cc1oc(-c2ccc3ccccc3c2)nc1CN1CCNC(=O)C1,?,-16,140%[activator],26%,?,0%[11.5 µM],-29%
CC(C)NC(=O)N1[C@H](c2cccs2)[C@@H](C)C(=O)[C@@H](C)[C@@H]1c1cccs1,nt,1,-1%,-5%,nt,nt,nt
COCCn1c(C)cnc1CC1CCN(C(=O)c2ccc(OC)cc2OC)CC1,-9%,16,12%,-6%,0%,-10%,3%
CC(=O)NCC(=O)N1Cc2ccccc2CC2(CCN(Cc3ccc(O)cc3)C2)C1 (stereo not given),-12%,-4,-24%,7%,-3%,3%,nt
Cn1c(=O)n(C)c2cc(N3CCCCC3)c(NC(=O)Nc3ccc(Br)cc3)cc21,nt,17,-1%,8%,nt,nt,nt
CC(C)CCN1CCOCCNC(=O)CC1,-18%,5,11%,-6%,-3%,i,1%
CC1=C(C(=O)N2CCN(c3ccc(Cl)cc3)CC2)C2(CCC(C)CC2)OC1=O (stereo not given),nt,-22,2%,8%,nt,nt,nt
CCC1=C(C)CN(C(=O)NCCc2ccc(S(=O)(=O)NC(=O)NC3CCC(C)CC3)cc2)C1=O (stereo not given),nt,3&6,-25%[25.6 µM],-1%,nt,3%&5%,nt

# This is a subset (hit frequency here may not be typical).
